From PubChem
RECQ1 inh = qHTS Assay for Inhibitors of RecQ-Like Dna Helicase 1 (RECQ1); ATP-dependent DNA helicase Q1 (Homo sapiens), P46063; RECQ1 DNA unwinding, red fluorescence kinetic read; Potency, µM (doses to about 57.3 µM), without a hit: at the top dose activity, negative = inhibition, usual class: inhibitors; hit rate 0.54% among 240,000; AID 2549, 2010;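 note: plate controls were vehicle for no effect and no enzyme for full effect; nearly all actives have a fitted effect of over 30% in size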
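RECQ1T1 50 nM; forked duplex (20 bp + 30-nt ss tails) 200 nM, ATP 2 mM final; pH 8.0, 2 mM MgCl2, 2.5 ug/ml poly(dI-dC); 15 min compound preincubation; discontinuous kinetic read over 2 h at RT.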
TRb SRC2 PPI = qHTS for Inhibitors of the Interaction of Thyroid Hormone Receptor and Steroid Receptor Coregulator 2 | Thyroid hormone receptor beta (Homo sapiens), P10828 | TRbeta-SRC2 peptide binding, fluorescence polarization; receptor liganded with 1 µM T3 | Potency, µM (series often up to 106 µM), without a hit: at the top dose activity change, negative = inhibition, hits mostly inhibitors | hit rate 0.065% among 280,000;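 note: plate controls were bound peptide for no effect and peptide without receptor for full effect; nearly all actives have a fitted effect of over 50% in size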
Target sequence (P10828 whole entry, looked up): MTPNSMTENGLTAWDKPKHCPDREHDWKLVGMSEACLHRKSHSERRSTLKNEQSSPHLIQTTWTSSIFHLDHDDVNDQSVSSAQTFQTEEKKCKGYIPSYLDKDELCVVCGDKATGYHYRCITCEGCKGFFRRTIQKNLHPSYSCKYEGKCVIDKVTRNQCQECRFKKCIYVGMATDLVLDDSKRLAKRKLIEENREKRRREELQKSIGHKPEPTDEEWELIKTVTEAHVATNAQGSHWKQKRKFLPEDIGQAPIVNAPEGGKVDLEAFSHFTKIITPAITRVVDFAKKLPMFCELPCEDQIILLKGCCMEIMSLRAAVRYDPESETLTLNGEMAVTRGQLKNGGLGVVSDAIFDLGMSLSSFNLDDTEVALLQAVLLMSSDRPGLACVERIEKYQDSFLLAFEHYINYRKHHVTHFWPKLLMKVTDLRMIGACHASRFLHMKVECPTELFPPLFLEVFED
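Read-out is fluorescence polarization (555 nm excitation, 632 nm emission) of a Texas Red SRC2 coactivator peptide; loss of signal reflects blocked binding to human TRb ligand-binding domain in the presence of 1 uM T3.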
KDM4E inh = qHTS Assay for Inhibitors of Human Jumonji Domain Containing 2E (JMJD2E); Lysine-specific demethylase 4E (Homo sapiens), B2RXH2; JMJD2E catalytic domain, FDH-coupled NADH fluorescence (FDH is formaldehyde dehydrogenase); Potency, µM (doses to about 57.1 µM), inactives show at the top dose activity change, negative = inhibition, hits mostly inhibitors; hit rate 1.6% among 230,000; AID 2147, 2009; active = well fitted inhibition curve with a large enough effect, not every such curve was filed as active; inconclusive = small, poorly fitted or top-dose-only effect, or another doubt; inactive = no such curve, though single readings can be large or run the other way;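 note: 0% = wells with enzyme and -100% = buffer wells without enzyme; nearly all actives have a fitted effect of over 50% in size; many of its hits are not listed in these tables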
RGS12 GoLoco inh = qHTS Assay for Inhibitors of RGS12 GoLoco Motif Activity (Red Fluorophore); Gai1:RGS12 GoLoco peptide FP, rhodamine, 10 min; Guanine nucleotide-binding protein G(i) subunit alpha-1 (Homo sapiens), P63096; Potency, µM (series often up to 61.6 µM), for the others: at the top dose activity, negative = inhibition, usual class: inhibitors; hit rate 0.44% among 230,000; active = well fitted inhibition curve with a large enough effect, not every such curve was filed as active; inactive = no such curve, though single readings can be large or run the other way; note: nearly all actives have a fitted effect of over 30% in size; many of its hits are not listed in these tables
Target sequence (P63096 whole entry, looked up): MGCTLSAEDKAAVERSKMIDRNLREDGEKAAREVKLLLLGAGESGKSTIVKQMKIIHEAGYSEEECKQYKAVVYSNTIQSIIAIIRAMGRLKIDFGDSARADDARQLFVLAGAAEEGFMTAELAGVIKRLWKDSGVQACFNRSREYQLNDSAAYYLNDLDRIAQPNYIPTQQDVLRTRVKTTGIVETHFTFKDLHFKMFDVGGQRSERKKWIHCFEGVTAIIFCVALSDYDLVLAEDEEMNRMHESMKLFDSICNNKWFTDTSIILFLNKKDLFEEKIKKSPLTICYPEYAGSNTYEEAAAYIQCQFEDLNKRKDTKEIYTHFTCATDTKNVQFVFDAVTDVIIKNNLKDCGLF
L3MBTL1 inh = qHTS Assay for the Inhibitors of L3MBTL1 | Lethal(3)malignant brain tumor-like protein 1 (Homo sapiens), Q9Y468 | AlphaScreen L3MBTL1–H3K9me1 peptide binding | Potency, µM (titrated, usually from 57.1 µM), without a hit: at the top dose activity, negative = inhibition, most hits filed as inhibitors | hit rate 0.66% among 230,000 | AID 485360, 2010; note: nearly all actives have a fitted effect of over 60% in size
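Read-out is AlphaScreen signal from streptavidin donor and nickel chelate acceptor beads (10 ug/mL final each) bridging L3MBTL1 (50 nM) and biotinylated K9-monomethylated H3(1-15) peptide (75 nM), after 30 min compound exposure at room temperature.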
TexasRed fluor = Total Fluorescence Counterscreen for Inhibitors of the Interaction of Thyroid Hormone Receptor and Steroid Receptor Coregulator 2; Potency, µM (doses to about 106 µM), for the others: top-dose fluorescence change, negative = quenching; TRb/SRC2 Texas Red total fluorescence interference; hit rate 0.29% among 280,000; active = well fitted curve in either direction with a large enough effect; inconclusive = small, poorly fitted or top-dose-only effect
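Human TRb ligand-binding domain at 0.6 uM with 20 nM Texas Red SRC2 peptide in Tris buffer containing 1 uM T3 and 5% DMSO, incubated with compound 5 h at ambient temperature. Total fluorescence (555/632 nm) calculated as parallel + 2 × perpendicular.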
Tau FP inhib = qHTS for Inhibitors of Tau Fibril Formation, Fluorescence Polarization; Potency, µM (series often up to 57.7 µM), for the others: top-dose activity, negative = inhibition, most hits filed as inhibitors; hit rate 0.39% among 280,000; AID 1468, 2008; Microtubule-associated protein tau (Homo sapiens), P10636; K18 P301L tau heparin fibrillization, Alexa594 FP, 6 h; note: nearly all actives have a fitted effect of over 55% in size
Target sequence (P10636 561-689 P618L limits assumed): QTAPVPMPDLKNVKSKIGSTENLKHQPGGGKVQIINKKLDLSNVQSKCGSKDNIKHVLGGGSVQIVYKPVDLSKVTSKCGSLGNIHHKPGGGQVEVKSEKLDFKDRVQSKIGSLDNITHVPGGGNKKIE
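FP of Alexa 594-tau after heparin (20 uM) induction. Substrate: human K18 P301L, 15 uM unlabeled, 0.24 uM labeled. Buffer 100 mM sodium acetate pH 7. 6 hr, 37 C.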
Tau fibril ThT = qHTS for Inhibitors of Tau Fibril Formation, Thioflavin T Binding; Potency, µM (titrated, usually from 57.4 µM), for the others: at the highest dose activity, negative = inhibition, hits mostly inhibitors; recombinant tau K18 P301L (four-repeat tau fragment), heparin-induced fibrillization, ThT fluorescence; hit rate 2.1% among 270,000; Microtubule-associated protein tau (Homo sapiens), P10636; note: nearly all actives have a fitted effect of over 55% in size
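Heparin-induced fibrillization of the P301L-mutant K18 repeat-domain fragment of human tau was followed by ThT binding in quantitative high-throughput format.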
* hit, by the source's call; i = inactive; ? = inconclusive; / = no result given; & = joins results of further samples; [ ] = remark or other dose. Unless noted, calls come from the whole dose curve; as a rule, active = well fitted curve in the direction sought with a large enough effect; inconclusive = small, poorly fitted or top-dose-only effect, or another doubt; inactive = no such curve, though single readings can be large; an effect the other way counts as inactive or inconclusive. Unless noted, % is set by controls: 0 for no effect and ±100 for the full control effect; potency is the fitted concentration of half-maximal effect.

Below each compound: RECQ1 inh | TRb SRC2 PPI | KDM4E inh | RGS12 GoLoco inh | L3MBTL1 inh | TexasRed fluor | Tau FP inhib | Tau fibril ThT
> CC(C)CC(C(=O)O)N1C(=O)[C@@H]2[C@H](C1=O)[C@@H]1C[C@H]2C(Br)C1Br (stereo partly specified)
 : 0% | -1% | 3% | 1% | 15% | -19% | 7% | -3%
> O=C(Nc1cc(-c2nc3cc(Cl)ccc3o2)ccc1Cl)c1cc2ccccc2o1
 : / | 6% | / | / | / | 3% | -1% | 3%
> Cc1cc(/C=N/Nc2nc(N3CCOCC3)nc(N3CCOCC3)n2)c(C)n1-c1ccccc1
 : -11% | -7% | 35µM* | 13% | / | -1% | -9% | ?
> Cc1cc(C)c(Nc2nn3c(=O)c4cc5c(cc4nc3s2)OCO5)c(C)c1
 : / | 1% | / | / | / | 1% | ? | 28µM*
> Cc1ccccc1Nc1c(-c2ccccn2)nc2c(C)cccn12
 : -21% | -3% | -5% | 3% | / | 0% | -1% | ?
> CCCCOc1cccc(C(=O)N(Cc2ccc(Br)o2)C2CCS(=O)(=O)C2)c1 (stereo unspecified)
 : / | -7% | / | / | / | 0% | -8% | -15%
> CCC(Cn1nnc2ccccc2c1=O)NC(=O)Nc1cccc(C)c1C (stereo unspecified)
 : / | -2% | / | / | / | 1% | 3% | 5%
> c1cc(CSc2nnc(-c3ccc4c(c3)OCO4)o2)ccn1
 : 0% | 4% | -9% | 4% | 1% | -3% | -6% | -21%
> C=CCOc1nc(-c2ccccc2Cl)nc2ccccc12
 : -5% | 0% | -1% | -4% | / | 2% | -12% | /
> Cc1cccc(N2C(=S)N=C(Nc3c(C)cccc3C)C23CCOC(C)(C)C3)c1 (stereo unspecified)
 : i | -18% | -3% | 5% | / | 2% | -2% | -7%
> COc1ccc(C(=O)N[C@H]2COC(C)(C)O[C@H]2c2ccccc2)cc1
 : i | -3% | 1% | -8% | 36%[activator] | -6% | -10% | 10%
> COc1ccc(CCNC(=O)C2CCN(c3nc4ccccc4nc3C(F)(F)F)CC2)cc1OC
 : / | 10% | / | / | / | -1% | -7% | -7%
> Cc1ccc(Cn2c(=O)n(-c3ccccc3)c(=O)c3ccc(C(=O)NCc4ccco4)cc32)cc1
 : 6% | -1%&6% | -12% | -1% | 0% | 0%&-3% | -16%&-7% | ?
> Cc1ccc(CN(C#N)c2nc(C)cc(C)n2)cc1
 : -8% | 2% | 3% | 6% | 3% | -1% | 0% | -3%
> CCc1cccc(C)c1NC(=O)Cn1c(=O)n(-c2cccc(C)c2)c(=O)c2c1c1cc(C)ccc1n2C
 : / | 0% | / | / | / | 0% | ? | 3%
> C=CCC(CC=C)(NC(=O)c1cccc(C)c1)c1ccccc1
 : -13% | -3% | 1% | 4% | 13% | -1% | 3% | 0%
> O=C(Nc1ccccc1N1CCCC1)c1ccc(Br)o1
 : -1% | 10% | -6% | 15% | 34%[activator][11.4 µM] | -2% | 8% | 2%
> Cc1ccc(C(=O)n2nc(C)c(S(=O)(=O)N3CCOCC3)c2C)cc1C
 : / | 3% | / | / | / | -4% | 9% | -10%
> CCOC(=O)c1cc(-c2ccc(F)cc2)n(CC(=O)NC2CCCCC2)c1C
 : / | -1% | / | / | / | -6% | -3% | 0%
> Cc1ccccc1OCC(O)CN1CCN(c2ccccn2)CC1 (stereo unspecified)
 : -3% | -5% | -7% | 5% | -2% | -3% | 0% | -15%

Taken from above.
`CCOC(=O)c1cc(-c2ccc(F)cc2)n(CC(=O)NC2CCCCC2)c1C` – Tau fibril ThT = 0%
`Cc1cc(C)c(Nc2nn3c(=O)c4cc5c(cc4nc3s2)OCO5)c(C)c1` – TexasRed fluor = 1%

Continued.
Below each compound: RECQ1 inh | TRb SRC2 PPI | KDM4E inh | RGS12 GoLoco inh | L3MBTL1 inh | TexasRed fluor | Tau FP inhib | Tau fibril ThT
> O=C(CSc1nc(Nc2ccccc2)nc(N2CCOCC2)n1)N1CCCC1
 : -2% | -11% | 0% | 2% | / | -2% | -1% | -7%
> Clc1cccc(CSc2nc3ccncc3[nH]2)c1
 : 0% | 4% | 8% | 5% | / | 1% | -9% | -14%
> C#CC[N+](C)(C)C(C#Cc1ccccc1)CC=C (stereo unspecified)
 : 5% | -2% | 3% | -7% | -6% | 0% | 10% | 0%
> O=C(NCc1nc2ccccc2[nH]1)c1cccc(S(=O)(=O)N2CCCCC2)c1
 : i | -3% | 0% | 10% | 13% | 0% | 5% | 5%
> CC(=O)c1cn(CC(=O)Nc2ccc(C)cc2)c2ccccc12
 : -3% | -6% | -3% | -7% | / | 1% | -6% | -6%
> Cc1ccc(/C=N/NC(=O)C(O)c2ccccc2)o1 (stereo unspecified)
 : -10% | -4% | -3% | 9% | / | -5% | 4% | /
> Cc1ccc2c(c1)N(C(=O)CCC(=O)NCc1ccccc1F)CC(C)O2 (stereo unspecified)
 : / | -4% | / | / | / | 2% | 6% | 3%
> Cc1ccc(N2CCN(c3nc4ccc(C)cc4n4nnnc34)CC2)c(C)c1
 : / | -6% | / | / | / | -1% | 13% | 2%
> Cc1ccc(C23CC4CC(CC(C(=O)N5CCOCC5)(C4)C2)C3)cc1
 : -7% | 0% | 6% | 9% | / | -4% | 5% | -14%
> CCc1nc2oc3cc(OC)ccc3c(=O)c2c(=O)n1Cc1ccccc1
 : -10% | -9% | -14% | 22% | / | -1% | 0% | -13%
> CCN(C(=O)COC(=O)c1ccc2c(=O)n3c(nc2c1)CCC3)C1CCS(=O)(=O)C1 (stereo unspecified)
 : -1% | 0% | ? | -6% | / | -1% | 2% | 1%
> Cc1ccc2[nH]c(C(F)(F)F)cc(=O)c2c1
 : -1% | -3% | ? | -6% | -3% | -3% | 3% | 0%
> O=C(Nc1nnc(CCS(=O)(=O)c2ccc3ccccc3c2)s1)c1ccc([N+](=O)[O-])cc1
 : -1% | -1% | 5% | 1% | 11% | 1% | 5% | -2%
> Oc1cccc(/C=N/Nc2nn3cnnc3c3ccccc23)c1
 : -5% | -8% | -3% | 13% | -3% | -2% | -12% | -11%
> O=c1c2c3nc4ccccc4nc3n(CC3CCCO3)c2ncn1CCc1ccccc1 (stereo unspecified)
 : i | 1% | ? | 9% | / | -11% | 1% | -2%
> O=C1/C(=C/c2ccc(O)c([N+](=O)[O-])c2)SC(=S)N1Cc1ccccc1
 : 5% | 1% | -3% | 117%[activator] | -19% | 0% | 3% | 7.1µM*
> COc1cc(Cl)c(C)cc1NC(c1ccccc1)c1nnc(-c2ccccc2Cl)o1 (stereo unspecified)
 : / | 1% | / | / | / | -1% | 3% | -17%
> CC(=O)OC1(C(F)(F)F)Oc2ccccc2NC1=O (stereo unspecified)
 : -4% | -1% | -13% | 9% | 4% | -5% | -9% | -6%
> N#C/C(=N\Nc1ccccc1F)C(=N)N1CCCCC1
 : 3% | -5% | -3% | 5% | 0% | -4% | -3% | 5%
> CC(C)(C)NC(=O)C(c1ccco1)N(C(=O)Cn1nnc(-c2ccc(F)cc2)n1)c1ccccc1F (stereo unspecified)
 : -11% | -7% | -5% | 6% | -17% | -6% | -5% | -17%
> O=c1cc[nH]c2c(C(F)(F)F)cccc12
 : 10% | -12% | ? | 5% | 1% | 1% | 5% | 2%
> CC(=O)Nc1ccc(S(=O)(=O)N2CCN(Cc3ccncc3)CC2)cc1
 : -2% | -4% | 0% | 2% | 4% | -1% | 1% | -7%
> Cc1ccc(-n2nnnc2-c2cnc(N3CCCC3)nc2C(F)(F)F)cc1
 : -16% | -3% | -6% | 3% | / | 0% | -5% | -17%
> O=C1CC(C(=O)Nc2ccc(C(=O)N3CCOCC3)cc2)C2(CCCCC2)O1 (stereo unspecified)
 : -1% | 3% | 4% | -7% | 10% | 0% | 1% | -13%
> O=S(=O)(c1ccccc1C(F)(F)F)N1CCN(S(=O)(=O)c2ccccc2C(F)(F)F)CC1
 : -11% | -10% | 12% | 6% | / | 0% | -4% | -16%
> Cc1ccc(NC(=O)c2c(C)oc3c2C2=NCCN2C=N3)cc1F
 : / | 1% | / | / | / | -11% | 4% | -7%
> Cc1cccc(NC(=O)N2CCCC2C(=O)Nc2ccccc2)c1 (stereo unspecified)
 : -1% | -10% | -3% | -11% | 2% | 0% | 3% | -5%
> Cc1ccc(S(=O)(=O)N2CCCC(C(=O)NCc3ccccn3)C2)cc1 (stereo unspecified)
 : -7% | -26% | 0% | 3% | -7% | -1% | -15% | -4%
> CCN(CC)C(=O)C1CCCN(c2ccc([N+](=O)[O-])cc2/C=N/NC(=O)c2cccc(Br)c2)C1 (stereo unspecified)
 : 0% | 6% | 0% | 5% | -16% | -4% | -10% | 7%
> COc1ccc(C/C(N)=N/OC(C)=O)cc1OC
 : 6% | 1% | 12% | 9% | -2% | -2% | -5% | 0%
> CC1(C)CC(=O)C2=C(C1)N(c1ccc(F)cc1)C(=O)NC2(C(F)(F)F)C(F)(F)F
 : 0% | 6% | -1% | -3% | 3% | -3% | 4% | -3%
> Cc1nc2nc[nH]n2c(=O)c1NC(=O)CCc1ccccc1
 : i | 6% | 2% | 7% | 5% | -4% | 1% | -9%
> C=CCn1c(Cc2nc3ccccc3[nH]2)n[nH]c1=S
 : -13% | 4% | -9% | 10% | -2% | -2% | 7% | ?
> CC(=O)[C@H]1[C@H](C#N)C[C@H]2[C@@H]3CC=C4C[C@@H](O)CC[C@]4(C)[C@H]3CC[C@@]21C
 : -5%&-12% | -1% | 4% | 3%&-38%&2% | -6% | -4% | -3%&3%&-4% | -8%&-3%&-1%
> COc1cccc(-c2nc(CS(=O)(=O)CC(=O)Nc3c(C)cccc3C)c(C)o2)c1
 : i | -4% | -7% | 4% | 0% | 1% | -3% | ?

The list is partial. The share of hits here may be higher or lower than overall.
